SIRT5 block – blocks human SIRT5 desuccinylation of peptide | Q9NXA8 | inhibition, % at 15 µM | 1.1% of 330,000 active | Purified SirT5, succinyl-peptide AMC, trypsin-coupled fluorescence; in the data active = inhibition above about 15%; inconclusive = no clear call, values can overlap the other calls
ERp5 block – inhibitors of human ERp5 | ERp5 insulin aggregation, absorbance 650 nm, 90 min | inhibition, % at 9.99 µM | 0.05% of 350,000 active;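 active = mean replicate inhibition above about 25%, with every replicate also reaching it, limit read from the data, passing the limit was not always enough; inconclusive = only one of those two criteria met; inactive = neither criterion met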
CFTR F508del cor – correctors of CFTR F508del function in bronchial epithelial cells; CFBE cells, YFP halide quenching; stimulated with forskolin plus potentiator P3; % fluorescence drop versus neutral controls; activity (quench increase), % at 7.58 µM; 0.36% of 350,000 active; AID 720511;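 active = mean added fluorescence quench of at least 8% versus neutral control, with both replicates also reaching 8%; inconclusive = only one of the mean or replicate conditions met; inactive = mean below 8% and not both replicates reaching 8%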;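 note: cells transiently co-express mutant CFTR-F508del with the halide-sensitive YFP; corrector assay measuring rescue of mutant channel to the surface after 24 h compound exposure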
ERAP1 HTS inh – inhibitors of human ERAP1 aminopeptidase; Q9NZ08; recombinant ERAP1, Leu-AMC fluorescence, 60 min; inhibition, % at 10.7 µM; 0.15% of 340,000 active;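 active = mean replicate inhibition of at least 30%, or all replicates individually reaching that 30% level; inactive = mean below 30% and not every replicate reaching it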;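 note: 0% = neutral control wells and 100% = L-leucinethiol positive control wells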
Target sequence (Q9NZ08 whole entry, looked up): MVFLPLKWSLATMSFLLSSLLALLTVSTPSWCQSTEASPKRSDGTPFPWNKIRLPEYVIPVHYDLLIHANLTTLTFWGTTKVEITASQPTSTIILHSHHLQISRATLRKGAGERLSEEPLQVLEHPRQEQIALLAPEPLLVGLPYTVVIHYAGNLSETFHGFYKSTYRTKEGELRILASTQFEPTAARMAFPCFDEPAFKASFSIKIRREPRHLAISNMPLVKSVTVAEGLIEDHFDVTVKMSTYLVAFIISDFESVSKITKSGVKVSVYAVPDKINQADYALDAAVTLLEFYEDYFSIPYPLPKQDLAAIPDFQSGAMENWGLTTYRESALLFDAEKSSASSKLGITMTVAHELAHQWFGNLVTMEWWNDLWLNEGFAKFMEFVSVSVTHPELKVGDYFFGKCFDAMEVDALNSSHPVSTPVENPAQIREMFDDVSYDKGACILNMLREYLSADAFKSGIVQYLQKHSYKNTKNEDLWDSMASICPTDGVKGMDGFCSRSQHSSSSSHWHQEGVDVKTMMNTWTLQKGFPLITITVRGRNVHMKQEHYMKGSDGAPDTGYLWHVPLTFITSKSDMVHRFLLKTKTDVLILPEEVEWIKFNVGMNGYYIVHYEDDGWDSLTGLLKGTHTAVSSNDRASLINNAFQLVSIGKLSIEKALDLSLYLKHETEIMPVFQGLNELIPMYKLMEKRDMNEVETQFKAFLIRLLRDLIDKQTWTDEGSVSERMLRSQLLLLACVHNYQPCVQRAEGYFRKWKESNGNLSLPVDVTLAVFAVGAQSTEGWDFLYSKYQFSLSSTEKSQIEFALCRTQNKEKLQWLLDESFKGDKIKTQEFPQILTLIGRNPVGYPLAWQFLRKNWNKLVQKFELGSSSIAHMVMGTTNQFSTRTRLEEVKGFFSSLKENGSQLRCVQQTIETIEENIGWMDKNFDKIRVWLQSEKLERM
miR122 inh – inhibitors of miR-122 in Huh7 cells | Huh7 miR-122 Renilla luciferase sensor, 48 h; neutral wells = 0, positive control = 100 | activation (reporter increase), % at 12.5 µM | 0.3% of 340,000 active | AID 602342;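 active = mean replicate activation score at least 90 and every replicate individually at or above 90; inconclusive = only one of the two criteria met; inactive = neither criterion met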;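 note: higher luciferase means less miR-122 activity so hits act as miR-122 inhibitors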
DENV2 CPE rescue – inhibitors of DENV2 cytopathic effect. CPE inhibition, % at 9.99 µM. 1.7% of 350,000 active. DENV2-infected cells, cytopathic effect rescue, plate reader; in the data active = CPE inhibition above about 20%, passing the limit was not always enough; inconclusive = no clear call, values can overlap the other calls; tested in BHK-21 cells;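 note: 0% = median of neutral control wells and 100% = median of positive control wells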
CASP6 VEID inh – blocks human caspase-6 cleavage activity; P55212; purified caspase-6, Z-VEID-R110 cleavage fluorescence; inhibition, % at 12.5 µM; 0.53% of 350,000 active;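 active = mean inhibition across replicates at least about 35%, with every replicate also reaching that limit, limit read from the data; inconclusive = only one of the two criteria met; inactive = neither criterion met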;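 note: 0% = median of neutral control wells and 100% = no fluorescence left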
* = called active by the depositor; & = joins results of further samples; [ ] = remark or other dose.

What do the screens show for `C[C@H](CO)N1C[C@H](C)[C@H](CN(C)S(=O)(=O)c2ccc(Cl)cc2)Oc2ccc(NC(=O)CCC(F)(F)F)cc2C1=O`?
SIRT5 block: -1; ERp5 block: 0; CFTR F508del cor: -1.8; ERAP1 HTS inh: -1; miR122 inh: -7[16.7 µM]; DENV2 CPE rescue: -9; CASP6 VEID inh: 3

Results for COc1ccc(C(=O)Oc2cc(C)[nH]c(=O)c2[N+](=O)[O-])c(OC)c1 ?
SIRT5 block: 3; ERp5 block: -4; CFTR F508del cor: -6.0; ERAP1 HTS inh: -8; miR122 inh: -4; DENV2 CPE rescue: 10; CASP6 VEID inh: 6

What do the screens show for `O=C(c1ccccc1)c1ccc(OCCO)cc1`?
SIRT5 block: -2; ERp5 block: 1; CFTR F508del cor: 1.1; ERAP1 HTS inh: 1; miR122 inh: -11; DENV2 CPE rescue: 5; CASP6 VEID inh: 0

What do the screens show for `CCOC(=O)Cn1cc(C#N)c2cccc(CC)c21`?
SIRT5 block: 24*; ERp5 block: -6; CFTR F508del cor: -0.2; ERAP1 HTS inh: -4; DENV2 CPE rescue: 0; CASP6 VEID inh: -1

How did O=C(NNC(=S)NC1CCCCC1)c1cccc(S(=O)(=O)Nc2ccccc2Cl)c1 do in these assays?
SIRT5 block: -1; ERp5 block: 4; CFTR F508del cor: 2.3; ERAP1 HTS inh: 4; miR122 inh: -18; DENV2 CPE rescue: inconclusive; CASP6 VEID inh: 1

Results for CC(C)CC#Cc1cnc2c(c1)C(=O)N([C@@H](C)CO)C[C@@H](C)[C@H](CN(C)Cc1ccc3c(c1)OCO3)O2 ?
SIRT5 block: 6; ERp5 block: 1; CFTR F508del cor: -0.2; ERAP1 HTS inh: 2; miR122 inh: 11[16.7 µM]; DENV2 CPE rescue: -8; CASP6 VEID inh: -1

Results for Cc1ccc(S(=O)(=O)Nc2ccc3c(c2)CC(=O)N([C@H](C)CO)C[C@@H](C)[C@@H](CN(C)S(=O)(=O)c2c(C)noc2C)O3)cc1 ?
SIRT5 block: 8; ERp5 block: -2; CFTR F508del cor: 0.8; ERAP1 HTS inh: -3; miR122 inh: -6[16.7 µM]; DENV2 CPE rescue: 2; CASP6 VEID inh: -1

Results for Cc1ccc(NC(=O)C2C3C=CC4(O3)C2C(=O)N(CCN2CCOCC2)C4C(=O)NC2CCCCC2)cc1C (configuration not stated) ?
SIRT5 block: 0; ERp5 block: 2; CFTR F508del cor: 0.8; ERAP1 HTS inh: 0; miR122 inh: 0; DENV2 CPE rescue: 5; CASP6 VEID inh: 3

How did COc1ccc(NC(=O)Nc2cccc3c2O[C@@H](CN(C)C)[C@H](C)CN([C@H](C)CO)C3=O)cc1 do in these assays?
SIRT5 block: -3; ERp5 block: 4; CFTR F508del cor: 0.9; ERAP1 HTS inh: 2; miR122 inh: -5[16.7 µM]; DENV2 CPE rescue: 1; CASP6 VEID inh: -1

What do the screens show for `COc1cccc(-c2ccc3c(c2)[C@H]2[C@H](CCN2S(=O)(=O)c2ccccc2OC)[C@H](CO)N3)c1`?
SIRT5 block: 9; ERp5 block: -5; CFTR F508del cor: -1.2; ERAP1 HTS inh: 3; miR122 inh: -5[16.7 µM]; DENV2 CPE rescue: -4; CASP6 VEID inh: 3

What do the screens show for `N#CCCN1CCN(S(=O)(=O)c2ccc(S(=O)(=O)N3CCCCCC3)cc2)CC1`?
ERp5 block: 0; CFTR F508del cor: -3.4; ERAP1 HTS inh: -2; miR122 inh: -2; DENV2 CPE rescue: -8; CASP6 VEID inh: 0

Results for CC(OC(=O)c1ccc(=O)n(Cc2ccccc2)n1)C(=O)Nc1cccc(Cl)c1 (configuration not stated) ?
SIRT5 block: 1; ERp5 block: 8; CFTR F508del cor: -5.0; ERAP1 HTS inh: -1; miR122 inh: -4; DENV2 CPE rescue: 3; CASP6 VEID inh: 4

How did O=C(NC1CCCCC1)C(c1cccs1)N(C(=O)c1ccccn1)c1ccccc1 (configuration not stated) do in these assays?
SIRT5 block: -3; ERp5 block: -2; CFTR F508del cor: -0.6; ERAP1 HTS inh: 1; miR122 inh: 5; DENV2 CPE rescue: 1; CASP6 VEID inh: -3

How did C[C@@H]1CN([C@@H](C)CO)S(=O)(=O)c2ccc(C3=CCCC3)cc2O[C@@H]1CN(C)C(=O)c1ccc(F)cc1 do in these assays?
SIRT5 block: 10; ERp5 block: 3; CFTR F508del cor: -0.5; ERAP1 HTS inh: -3; miR122 inh: -37[16.7 µM]; DENV2 CPE rescue: 2; CASP6 VEID inh: 1

What do the screens show for `O=C(C[C@@H]1CC[C@H]2[C@@H](COC[C@@H](O)CN2Cc2cccc(F)c2)O1)NCCc1ccncc1`?
SIRT5 block: -10; ERp5 block: 2; CFTR F508del cor: -1.2; ERAP1 HTS inh: 3; miR122 inh: -4[16.7 µM]; DENV2 CPE rescue: -13; CASP6 VEID inh: 0

Results for CC/C(=N/NC(=O)c1ccccc1)c1ccc(OCCN2CCOCC2)cc1 ?
ERp5 block: 10; CFTR F508del cor: -1.5; ERAP1 HTS inh: -3; miR122 inh: -2; DENV2 CPE rescue: 3; CASP6 VEID inh: 0

What do the screens show for `COC(=O)Cn1cnc2c(nnn2-c2ccc(OC)cc2)c1=O`?
SIRT5 block: -3; ERp5 block: 4; CFTR F508del cor: -2.7; ERAP1 HTS inh: 2; miR122 inh: -7; DENV2 CPE rescue: -4; CASP6 VEID inh: 0

Results for Cn1cc(/C=C(\NC(=O)c2ccccc2Cl)C(=O)NCCCn2ccnc2)c2ccccc21 ?
SIRT5 block: -4; ERp5 block: 1; CFTR F508del cor: -0.1; ERAP1 HTS inh: 0; DENV2 CPE rescue: -6; CASP6 VEID inh: -6

What do the screens show for `COc1cc(/C=C/C(=O)OCC(=O)N2CCc3ccccc32)cc(OC)c1OC`?
SIRT5 block: -3; ERp5 block: -12; CFTR F508del cor: 2.2; ERAP1 HTS inh: -3; miR122 inh: -4; DENV2 CPE rescue: 12; CASP6 VEID inh: 1

What do the screens show for `O=C(O)c1cccc([N+](=O)[O-])c1C(=O)Nc1nc2ccccc2s1`?
SIRT5 block: 2; ERp5 block: -4; CFTR F508del cor: 2.2; ERAP1 HTS inh: 0; miR122 inh: 3; DENV2 CPE rescue: 1; CASP6 VEID inh: 0

What do the screens show for `CCn1c(SCc2ccc(C#N)cc2)nnc1-c1cccc(Cl)c1`?
SIRT5 block: 0; ERp5 block: 0; CFTR F508del cor: 0.6; ERAP1 HTS inh: -1; miR122 inh: 1; DENV2 CPE rescue: 16; CASP6 VEID inh: 2

How did O=C(O)c1ccc(-c2nn3c(=O)cc(N4CCNCC4)nc3s2)cc1 do in these assays?
SIRT5 block: 1; ERp5 block: -16; CFTR F508del cor: 0.4; ERAP1 HTS inh: -1; miR122 inh: -1; DENV2 CPE rescue: -14; CASP6 VEID inh: 0

How did O=C(NCc1ccccc1)C12CC3CC(CC(Br)(C3)C1)C2 do in these assays?
SIRT5 block: 1; ERp5 block: 2; CFTR F508del cor: 2.0; ERAP1 HTS inh: -1; miR122 inh: -5; DENV2 CPE rescue: 7; CASP6 VEID inh: -3

How did CCC(=O)N1CCCC(C(=O)NCc2ccc(C(C)C)cc2)CC1 (configuration not stated) do in these assays?
SIRT5 block: -1; ERp5 block: 1; CFTR F508del cor: 1.3; ERAP1 HTS inh: -4; miR122 inh: -4; DENV2 CPE rescue: -5; CASP6 VEID inh: -2

Results for O=C(Nc1ccccc1F)N1CCCCN2[C@H](CO)[C@@H](c3ccc(C#Cc4ccccc4)cc3)[C@H]2C1 ?
SIRT5 block: 5; ERp5 block: -4; CFTR F508del cor: -3.5; ERAP1 HTS inh: -3; miR122 inh: -30[16.7 µM]; DENV2 CPE rescue: -26; CASP6 VEID inh: 1

What do the screens show for `COc1ccc(N(C(=O)c2cnccn2)C(C(=O)NC2CCCCC2)c2ccccc2)cc1` (configuration not stated)?
SIRT5 block: 2; ERp5 block: 4; CFTR F508del cor: -0.8; ERAP1 HTS inh: 1; miR122 inh: -4; DENV2 CPE rescue: -2; CASP6 VEID inh: 2

How did C[C@@H]1CN([C@@H](C)CO)C(=O)c2cc(C#CCN(C)C)cnc2O[C@@H]1CN(C)Cc1ccccn1 do in these assays?
SIRT5 block: 3; ERp5 block: 2; CFTR F508del cor: -2.2; ERAP1 HTS inh: -6; miR122 inh: -7[16.7 µM]; DENV2 CPE rescue: -1; CASP6 VEID inh: -47

How did O=C(Nc1cccc(NC(=O)c2ccco2)c1)c1ccc([N+](=O)[O-])cc1 do in these assays?
SIRT5 block: 1; ERp5 block: -2; CFTR F508del cor: 2.2; ERAP1 HTS inh: -4; DENV2 CPE rescue: -3; CASP6 VEID inh: 4

How did Cc1ccc(C(=O)CSc2nc(N)cc(=O)[nH]2)cc1C do in these assays?
SIRT5 block: -2; ERp5 block: 4; CFTR F508del cor: 0.8; ERAP1 HTS inh: 4; miR122 inh: 0; DENV2 CPE rescue: 2; CASP6 VEID inh: 0

How did OC(c1ccccc1)c1nc(-c2ccc3c(c2)OCO3)cs1 (configuration not stated) do in these assays?
ERp5 block: 0; CFTR F508del cor: -2.0; ERAP1 HTS inh: 1; miR122 inh: 0; DENV2 CPE rescue: inconclusive; CASP6 VEID inh: 9

Results for Cn1cnc(S(=O)(=O)N2CC[C@@H]3[C@H](CO)Nc4ccc(C#Cc5ccccc5)cc4[C@@H]32)c1 ?
SIRT5 block: -2; ERp5 block: 11; CFTR F508del cor: -2.0; miR122 inh: -10[16.7 µM]

What do the screens show for `COc1ccccc1N(CC(=O)NCCN1CCOCC1)S(=O)(=O)c1ccccc1`?
SIRT5 block: -3; ERp5 block: 2; CFTR F508del cor: 1.2; ERAP1 HTS inh: -3; miR122 inh: 1; DENV2 CPE rescue: -2; CASP6 VEID inh: -5

Results for CN1CCN(C(=O)C2=C[C@H](c3coc4ccccc4c3=O)C[C@H](OCCCCO)O2)CC1 ?
SIRT5 block: -3&1; ERp5 block: -1&0; CFTR F508del cor: 0.6&-1.6; ERAP1 HTS inh: -2&2; miR122 inh: -2; DENV2 CPE rescue: -12&8; CASP6 VEID inh: 8&0

What do the screens show for `CN(CC(=O)Nc1ccc(N2CCOCC2)cc1)C(=O)c1cccc(Cl)c1Cl`?
SIRT5 block: -4; ERp5 block: 5; CFTR F508del cor: 1.3; ERAP1 HTS inh: 3; DENV2 CPE rescue: -2; CASP6 VEID inh: 4

Results for CO[C@@H]1CN(C)C(=O)c2cc(NC(=O)NC(C)C)ccc2OC[C@@H](C)N(Cc2ccccc2)C[C@@H]1C ?
SIRT5 block: 9; ERp5 block: -4; CFTR F508del cor: 2.8; ERAP1 HTS inh: 0; DENV2 CPE rescue: -3; CASP6 VEID inh: 1

How did CS(=O)(=O)Nc1ccc2c(c1)[C@@H]1C[C@@H](CC(=O)NCc3ccc(-c4ccccc4)cc3)O[C@H](CO)[C@@H]1O2 do in these assays?
CFTR F508del cor: 0.1; miR122 inh: 1[16.7 µM]; DENV2 CPE rescue: -8

What do the screens show for `O=C(CN1CCN(Cc2ccc(F)cc2)C1=O)NC1CCCC1`?
SIRT5 block: -11; ERp5 block: -2; CFTR F508del cor: -0.6; ERAP1 HTS inh: 2; miR122 inh: -4; DENV2 CPE rescue: -1; CASP6 VEID inh: 0

How did CCOc1cc(NC(=S)NCC2CCCO2)c(OCC)cc1NC(=O)c1ccccc1F (configuration not stated) do in these assays?
SIRT5 block: -5; ERp5 block: 1; CFTR F508del cor: 0.4; ERAP1 HTS inh: -4; DENV2 CPE rescue: -2; CASP6 VEID inh: 5

Results for CCOP(=O)(OCC)c1nc(-c2cccc3ccccc23)oc1N1CCCCC1 ?
SIRT5 block: -29; ERp5 block: -2; CFTR F508del cor: 4.9; ERAP1 HTS inh: -30; DENV2 CPE rescue: 5; CASP6 VEID inh: -3

Random excerpt: 2 entries already listed
Results for CO[C@@H]1CN(C)C(=O)c2cc(NC(=O)NC(C)C)ccc2OC[C@@H](C)N(Cc2ccccc2)C[C@@H]1C ?
SIRT5 block: 9; ERp5 block: -4; CFTR F508del cor: 2.8; ERAP1 HTS inh: 0; DENV2 CPE rescue: -3; CASP6 VEID inh: 1

What do the screens show for `O=C(CN1CCN(Cc2ccc(F)cc2)C1=O)NC1CCCC1`?
SIRT5 block: -11; ERp5 block: -2; CFTR F508del cor: -0.6; ERAP1 HTS inh: 2; miR122 inh: -4; DENV2 CPE rescue: -1; CASP6 VEID inh: 0
